AID2073: inhibitors of Mint1-CaV2.2 protein interaction, biochemical, HTRF (AID 2073) | one-dose inhibition, % at 20 µM; IC50 in µM for titrated hits | Voltage-dependent N-type calcium channel subunit alpha-1B (Homo sapiens) | 290,000 tested, 0.19% active | HTRF protein-protein interaction, Mint1-CaV2.2; higher % means a stronger effect; in the data active means inhibition mostly above about 51%, no sharp cut-off; further: some results filed as inactive read as strong as hits
HIV fusion peptide: inhibitors of HIV fusion peptide binding, primary screen, biochemical, uHTS, fluorescence dequenching (AID 1986); 290,000 tested, 0.3% active; cell-free peptide binding, fluorescence dequenching, 30 min; higher % means a stronger effect; inhibition, % at 20 µM, or IC50 in µM where a hit was titrated; in the data active means inhibition mostly above about 52%, no sharp cut-off; inactive means mostly below about 76%; further: some results filed as inactive read as strong as hits
An asterisk follows results filed as active. Some of the compounds tested, so the mix of outcomes need not match the whole.

SMILES	AID2073	HIV fusion peptide
O=C(O)C1CCCCC1C(=O)NCCCN1CCCC1=O (centres undefined)	8%	-0.7%
[O-][n+]1c2ccccc2[n+]([O-])c2cc(O)ccc21	52%	19%
O=C(c1ccccc1NS(=O)(=O)c1cccc([N+](=O)[O-])c1)N1CCCC1	4%	3.0%
COc1ccc(/C=C/C(=O)NCCCN2CCCC2)cc1	-8%	0.7%
COc1ccccc1N1C(=O)N(CC(=O)C(C)(C)C)c2ccccc2S1(=O)=O	-8%	0.2%
CC(C)c1ccc(C2c3[nH]c4ccccc4c3C[C@H]3C(=O)N(c4ccccc4C(=O)N4CCC(C(=O)O)CC4)C(=O)N23)cc1 (some centres undefined)	6%	27%
Cc1cc(S(=O)(=O)N2CCOCC2)c(C)s1	43%	-0.9%
COC(=O)c1cccc(C(=O)N2CCCC(Nc3ccc(C)c(C)c3)C2)c1 (centres undefined)	-4%	0.3%
Cc1ccc(S(=O)(=O)NCc2cccnc2)cc1C(=O)N1CCCC1	-4%	-0.1%
COc1ccc(CNC(=S)Nc2ccccc2)cc1Cl	7%	-1.2%
O=C(O)c1cc(NS(=O)(=O)c2cccc3nsnc23)cc(C(=O)O)c1	10%	1.6%
CCn1c(SCC(=O)N(C)Cc2ccc(OC)c(F)c2)nc2cc(S(N)(=O)=O)ccc21	-5%	0.1%

Shown as a markdown table: part of the list above.
| structure | AID2073 | HIV fusion peptide |
| --- | --- | --- |
| [O-][n+]1c2ccccc2[n+]([O-])c2cc(O)ccc21 | 52% | 19% |
| O=C(c1ccccc1NS(=O)(=O)c1cccc([N+](=O)[O-])c1)N1CCCC1 | 4% | 3.0% |

New compounds follow.
SMILES	AID2073	HIV fusion peptide
COc1ccc(S(=O)(=O)N2CCOC23CCN(C(=O)c2ccccc2Br)CC3)cc1	-3%	-0.8%
CNC(=O)CN1C(=O)COc2ccc(S(=O)(=O)N3CCCCCC3)cc21	9%	2.8%
Cc1cc2oc(=O)cc(CN3CCCCC3C)c2cc1C(C)C (centres undefined)	1%	-0.1%
COc1cc(CN2CCN(C(=O)CC(C)C)CC2)c([N+](=O)[O-])cc1OC	-29%	-1.8%
O=C(CNC(=O)c1ccc(Br)cc1)NC1=NCCS1	3%	-1.2%
NC(=O)COC(=O)c1ccc2c(c1)S(=O)(=O)c1ccccc1C2=O	2%	2.5%
Cc1cccc(-c2nc(CS(=O)CC(=O)NCCc3ccccc3)c(C)o2)c1 (centres undefined)	11%	3.0%
COc1ccc(OC)c(S(=O)(=O)NC2CCCCNC2=O)c1 (centres undefined)	11%	-0.6%
Cc1ccccc1OC(=O)c1cccnc1	-5%	0.3%
CC(C)(C)CN1CCN(CC#Cc2ccccc2)CC1CCO (centres undefined)	13%	1.4%
Cc1ccc(C(=O)N/C(=C\c2ccc(F)cc2)C(=O)NCCCn2ccnc2)cc1	8%	0.9%
CCOCCCNC(=O)c1cn(CC)c2ccc(S(=O)(=O)N3CCOCC3)cc2c1=O	4%	-1.1%
Cc1nc2ccccc2c(=O)n1NC(=O)c1cccc(Cl)c1	10%	0.9%
Cc1cc(C)nc(N/N=C/c2ccc([N+](=O)[O-])o2)n1	4%	0.1%
Cc1ccc(N(C)C(=O)CCS(=O)(=O)c2ccc3c(c2)oc(=O)n3C)cc1	2%	-0.6%
CCc1ccc(NC(=S)N(CCC(C)C)C2CCN(C(C)=O)CC2)cc1	-24%	-1.1%
COc1ccc(NC(=O)CSc2nc3c([nH]c4ccccc43)c(=O)n2C)c(OC)c1	21%	-0.1%
COc1ccccc1C(=O)NCC(=O)OCCCOC(=O)CNC(=O)c1ccccc1OC	18%	4.0%
O=C(NC1CC1)c1nc(Cn2cc([N+](=O)[O-])cn2)no1	4%	-0.8%
COC(=O)c1ccccc1NC(=O)CSc1nc(Nc2ccccc2)nc(N2CCOCC2)n1	14%	-0.4%
Cc1c(NS(=O)(=O)c2ccc(NC(=O)CCC(=O)O)cc2)c(=O)n(-c2ccccc2)n1C	-1%	0.1%
CN(C)CCNC(=O)c1onc(CSc2nc3ccccc3[nH]2)c1C(=O)NCCN(C)C	-9%	0.0%
CC(C)c1ccc(N(CC(=O)N2CCN(Cc3ccccc3)CC2)S(C)(=O)=O)cc1	-4%	1.4%
Cc1ccc(C(O)P(=O)(OCCC(C)C)c2ccc(N(C)C)cc2)cc1 (centres undefined)	0%	-1.4%
O=C(Nc1nccs1)c1cccnc1Cl	12%	-1.8%
CCN1CCN(CC(=O)Nc2c(OC)cccc2OC)CC1	6%	1.6%
C#CCn1cc(/C=C2\NC(=O)NC2=O)c2ccccc21	-6%	-2.0%
O=C(c1ccc(Cl)c(S(=O)(=O)N2CCOCC2)c1)N1CCOCC1	-6%	-0.6%
COc1ccc(C(=O)C=CNNC(=O)c2ccc(Cl)cc2)cc1	9%	-2.6%
O=C(CN(C(=O)c1csnn1)c1ccccc1)NCc1ccc2c(c1)OCO2	1%	-0.8%
Fc1ccccc1NC(=S)N1CCOCC1	-20%	0.8%
COC(CNC(=O)C(=O)Nc1cc2c3c(c1)CC(=O)N3CCC2)OC	2%	-0.3%
O=C(NCC(=O)c1ccccc1)OCc1ccc([N+](=O)[O-])cc1	0%	-1.3%
O=C(O)C1CCN(C(=O)CSc2nc3ccccc3c(=O)n2Cc2ccccc2)CC1	12%	2.7%
N#C/C(=C\c1cc2c(cc1Br)OCO2)c1ccc(C(=O)O)cc1	14%	24%
CCCCn1c(=O)[nH]c(=O)c2c1nc(-c1ccc(OC(F)F)c(OC)c1)n2C	25%	-0.5%

Structures listed so far containing an aryl thioether with sulfur outside any ring, in the order listed:
SMILES	AID2073	HIV fusion peptide
CCn1c(SCC(=O)N(C)Cc2ccc(OC)c(F)c2)nc2cc(S(N)(=O)=O)ccc21	-5%	0.1%
COc1ccc(NC(=O)CSc2nc3c([nH]c4ccccc43)c(=O)n2C)c(OC)c1	21%	-0.1%
COC(=O)c1ccccc1NC(=O)CSc1nc(Nc2ccccc2)nc(N2CCOCC2)n1	14%	-0.4%
CN(C)CCNC(=O)c1onc(CSc2nc3ccccc3[nH]2)c1C(=O)NCCN(C)C	-9%	0.0%
O=C(O)C1CCN(C(=O)CSc2nc3ccccc3c(=O)n2Cc2ccccc2)CC1	12%	2.7%

Later entries
SMILES	AID2073	HIV fusion peptide
CCc1cc(=O)oc2cc(C)cc(OCC(=O)NC(Cc3c[nH]c4ccc(O)cc34)C(=O)O)c12 (centres undefined)	8%	6.0%
CCCNC(=O)COc1coc(CN2CCN(c3cccc(Cl)c3)CC2)cc1=O	-2%	2.3%
CCOC(=O)C1CCN(C(=O)CNC(=O)c2nn(-c3ccc(OC)cc3OC)c(=O)c3ccccc23)CC1	4%	-0.1%
COCCCNC(=O)CN1C(=O)COc2ccc(S(=O)(=O)N3CCOCC3)cc21	-4%	-1.0%
COc1ccc(/C(O)=C2/C(=O)C(=O)N(CCCN3CCOCC3)C2c2ccc(OC)cc2)cc1 (centres undefined)	-2%	3.3%
Cc1sc2nc(SCC(=O)Nc3ccccc3F)[nH]c(=O)c2c1C	6%	0.5%
COc1ccc(S(=O)(=O)N2CCC(C(=O)NCc3ccncc3)CC2)cc1	18%	3.2%
CCc1cccc(CC)c1NC(=O)CN1CCN(S(=O)(=O)c2ccccc2)CC1	2%	1.5%
Cc1ccc(OCc2ccc(-c3ccccc3)cc2)c([N+](=O)[O-])n1	16%	-2.9%
Cc1ccc(NC(=S)N2CCC(NC(=O)c3ccco3)CC2)cc1C	-11%	1.3%
COCCCn1c(=S)[nH]c2sc3c(c2c1=O)CCCC3	-9%	0.6%
O=C(c1cc(-c2ccc(Br)cc2)on1)N1CCc2ccccc2C1	10%	0.3%
CCCCCc1ccc(-c2cn(Cc3ccc4ccccc4c3)nn2)cc1	5%	-0.1%
COc1ccc(C2c3ccc4ccccc4c3Oc3ncn(CCO)c(=N)c32)cc1 (centres undefined)	-2%	-0.7%
O=C(C1CCN(C2CCN(Cc3ccsc3)CC2)CC1)N1CCOCC1	-2%	-0.8%
Fc1ccc(-c2ccc(CNCc3ccccn3)o2)cc1Cl	2%	0.7%
Cc1ccc(NC(=O)c2ccc3c(c2)OCO3)cc1Cl	-4%	1.0%
CC(C)c1cc(CNC(=O)C2CCC(=O)N(Cc3ccccc3F)C2)on1 (centres undefined)	11%	-0.7%
CC1(C)Cc2c(sc(NC(=O)c3ccc(S(=O)(=O)N4CCCCCC4)cc3)c2C#N)C(C)(C)N1	-2%	1.7%
CCCCN(C)CCNC(=O)C1CCCN(S(=O)(=O)c2cccc3nsnc23)C1 (centres undefined)	8%	0.4%
O=C(/C=C/c1ccccc1Cl)Nc1cccnc1	0%	1.1%
CCOc1ccc(Br)cc1C(=S)N1CCCC1	1%	-1.3%
O=C(N/N=C\c1cccnc1)c1ccc(Cl)s1	-3%	0.1%
Cc1cc(NC(=O)c2ccccc2)ccc1NC(=O)Cc1ccccc1	-1%	2.9%
CN(C)CCCNC(=O)c1cc(C(=O)Cc2ccc(Cl)cc2)c[nH]1	5%	-2.0%
COc1ccc(OC2CCN(S(=O)(=O)c3cccc(F)c3)CC2)cc1	-6%	-0.1%
CC(C)C[C@@H](CSc1ccccc1)N1CCN(CCc2ccccc2)CCC1=O	10%	4.3%
Oc1c(Cl)cc(Cl)cc1CNc1nccs1	-4%	0.3%
COc1ccccc1NC(=O)CSc1nc2nccnc2c(=O)n1Cc1cccs1	2%	-1.0%
COc1ccccc1C(=O)NCCC(=O)N(C)Cc1ccc(C)o1	-2%	1.8%
CC(=O)Oc1ccc(/C=C(\NC(=O)c2ccco2)C(=O)NCc2ccco2)cc1	0%	-2.0%
Cn1c(=O)c2sccc2n2c(CCCC(=O)NCc3ccco3)nnc12	-10%	-1.1%
Cc1onc(-c2c(Cl)cccc2Cl)c1C(=O)N1CCCCC1	7%	-1.2%
COc1ccc(NS(=O)(=O)c2cccc3cccnc23)cc1OC	-6%	-0.6%
COC(=O)c1ccc(N2CCN(C(=O)C3CC3)CC2)c([N+](=O)[O-])c1	8%	-0.7%
NS(=O)(=O)c1ccc(CCNC(=O)C(c2ccccc2)c2ccccc2)cc1	6%	0.4%

One compound at a time, as listed above:
NS(=O)(=O)c1ccc(CCNC(=O)C(c2ccccc2)c2ccccc2)cc1 is listed as AID2073 = 6%; HIV fusion peptide = 0.4%
COC(=O)c1ccc(N2CCN(C(=O)C3CC3)CC2)c([N+](=O)[O-])c1 is listed as AID2073 = 8%; HIV fusion peptide = -0.7%
COc1ccc(OC2CCN(S(=O)(=O)c3cccc(F)c3)CC2)cc1 is listed as AID2073 = -6%; HIV fusion peptide = -0.1%

Going on with the list.
SMILES	AID2073	HIV fusion peptide
Cc1cc(S(=O)(=O)Nc2cccc(C(=O)O)c2)c(C)c(S(=O)(=O)c2ccc(Cl)cc2)c1	11%	9.7%
CSc1ccccc1C(=O)NCCCn1ccnc1	5%	0.8%
Cc1cc(NS(=O)(=O)c2ccc(NC(=O)C(C)Oc3cccc(C)c3C)cc2)nc(C)n1 (centres undefined)	13%	3.1%
CCn1c(CN2CCOCC2)nnc1SCC(=O)Nc1ccccc1C	6%	0.9%
Cc1ccc(OCc2ccc(C(=O)Nc3cc(C)on3)o2)c([N+](=O)[O-])c1	15%	-2.2%
CCOc1ccc(OCCC(=O)N2CCc3cc(OC)c(OC)cc3C2)cc1	9%	-1.9%
COC(=O)c1sccc1NC(=O)Nc1cccc(OC)c1	14%	1.3%
C=CCOc1ccccc1CN1CCC(Cc2ccccc2)CC1	0%	-0.3%
O=C(CN(C(=O)c1csnn1)c1ccc(F)c(Cl)c1)NCc1ccc2c(c1)OCO2	2%	-2.4%
CC(C)CCn1c(COc2ccccc2)nn(CCC#N)c1=S	-4%	-1.1%
CCN(CC)C(=O)COc1ccc2c(-c3ccccc3)cc(=O)oc2c1	-7%	-1.7%
COC(=O)c1ccc(COc2ccc(C#N)cc2)o1	11%	1.0%
O=C(N/C(=C\c1ccc([N+](=O)[O-])cc1)C(=O)N1CCCCC1)c1ccc(Br)o1	11%	-2.0%
O=C(N/N=C/c1cccc2ccccc12)c1cccnc1	2%	-0.5%
CC1CCN(C(=O)C2CCN(S(=O)(=O)c3ccc4c(c3)CC(C)N4C(=O)C3CC3)CC2)CC1 (centres undefined)	1%	2.5%
CN1C(=O)c2ccc(C(=O)Nc3cccnc3)cc2C1=O	14%	-0.7%
COc1cccc(CNC(=O)c2cccs2)c1	10%	-1.2%
O=C(NCc1cnc2ccccn12)C1CCC(=O)N(Cc2cccc(F)c2)C1 (centres undefined)	4%	-1.3%
Nc1nc(-c2cc3c(cc2Cl)OCCO3)cs1	-4%	-0.7%
Cc1cc(=O)oc2cc(NC(=O)c3ccccc3C(=O)O)ccc12	20%	-1.2%
CCCC1(c2ccccc2)NC(=O)N(CC(=O)Nc2cc(OC)cc(OC)c2)C1=O (centres undefined)	37%	0.8%
Cn1c(CNC(=O)CCNC(=O)c2ccc(Br)cc2)cc(=O)n(C)c1=O	2%	-1.5%
COCCNC(=O)/C(C#N)=C/c1c(N2CCCCCC2)nc2ccccn2c1=O	16%	-0.1%
COc1cccc(C(=O)NCC2CCCN(C3CCCCC3)C2)c1OC (centres undefined)	-8%	0.9%
COc1ccc(OC)c(S(=O)(=O)Nc2cc3c(cc2N2CCCC2)n(C)c(=O)c(=O)n3C)c1	-4%	-1.1%
Cc1onc(-c2ccccc2)c1C(=O)N1CCN(S(=O)(=O)c2ccccc2C(F)(F)F)CC1	6%	-1.3%
COc1ccc(/C=C2\Oc3cc(OCC(=O)N4CCC[C@H]4CO)ccc3C2=O)c(OC)c1	22%	17%
O=C(C1CCC1)N1CCN(c2ccccc2)CC1	-10%	-0.6%
CCOc1cc(S(=O)(=O)NCC2CCCO2)ccc1F (centres undefined)	-6%	1.2%
COc1ccc(N(CC(=O)NC2CCCCC2)C(=O)CCC(=O)Nc2nc(C)cs2)cc1OC	8%	1.0%
COc1ccc(CCNC(=O)c2cc(S(=O)(=O)N3CCOCC3)cn2C)cc1OC	2%	-0.2%
CCOC(=O)C1(CCCc2ccccc2)CCN(S(=O)(=O)N(C)C)CC1	2%	-0.6%
CCCCCCCCC1=NCCc2c1[nH]c1ccccc21	14%	-0.9%

Source: PubChem BioAssay (Sanford-Burnham Center for Chemical Genomics)
